PP1 counter = PP1-alpha phosphatase inhibitors, primary screen, counter-screen for PP5 inhibitor project, biochemical, fluorescence, OMFP substrate, single point | 320,000 tested, 0.9% active | AID 2235, 2010 | inhibition, % at 6.7 µM | Serine/threonine-protein phosphatase PP1-alpha catalytic subunit (Homo sapiens), P62136 | purified PP1alpha;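 active means inhibition above the mean inhibition of all tested compounds plus 3 SD, computed separately for each screening campaign, cut at about 15% in these data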
proCasp7 act = procaspase-7 activators, primary screen, counter-screen for procaspase-3 activator project, biochemical, absorbance, HTS, human; Caspase-7 (Homo sapiens), P55210; recombinant procaspase-7, Ac-DEVD-pNA absorbance 405 nm; D23A/D198A/D206A triple mutant, cannot self-cleave; scale: DMSO 0, 5 µM enzyme 100; activation, % at 8.5 µM; 330,000 tested, 0.093% active; AID 463210, 2010;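 active means percent activation above the screen-wide mean plus 3 SD, cut at about 25% in these data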
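Assay system: Uncleavable procaspase-7 mutant enzyme / Input: 2 µM procaspase-7 mutant as dispensed / Dosing: single nominal 8.5 µM compound dose, 0.8% DMSO final / Timing: 1 h enzyme–compound preincubation and 2 h substrate reaction, both 25 °C / Detection: p-Nitroaniline absorbance at 405 nm, read at 0 and 120 min / Replication: singlicate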
CTSL1 counter = Fasciola hepatica cathepsin L1 inhibitors, primary screen, counter-screen for PFM18AAP inhibitor project, biochemical, QFRET, fluorogenic peptide substrate | recombinant F. hepatica cathepsin L1, Z-Leu-Arg-MCA fluorescence | inhibition, % at 5.96 µM | 300,000 tested, 0.49% active | AID 1906, 2009;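 active means inhibition above the mean of all tested compounds plus 3 SD, set per screening campaign, cut at about 17% in these data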;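 further: 0% = plate median of test compound wells and 100% = 1 µM Z-Phe-Ala-diazomethylketone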
AHR act = AHR activators, primary screen, cell-based, luminescence, luciferase reporter, human; AID 2796, 2010; activation, % at 5 µM; AHR-responsive luciferase reporter cells; 320,000 tested, 2.5% active; in the data active means activation above about 47%;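 further: 0% = vehicle wells and 100% = reference agonist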
Target sequence (P35869 whole entry, looked up): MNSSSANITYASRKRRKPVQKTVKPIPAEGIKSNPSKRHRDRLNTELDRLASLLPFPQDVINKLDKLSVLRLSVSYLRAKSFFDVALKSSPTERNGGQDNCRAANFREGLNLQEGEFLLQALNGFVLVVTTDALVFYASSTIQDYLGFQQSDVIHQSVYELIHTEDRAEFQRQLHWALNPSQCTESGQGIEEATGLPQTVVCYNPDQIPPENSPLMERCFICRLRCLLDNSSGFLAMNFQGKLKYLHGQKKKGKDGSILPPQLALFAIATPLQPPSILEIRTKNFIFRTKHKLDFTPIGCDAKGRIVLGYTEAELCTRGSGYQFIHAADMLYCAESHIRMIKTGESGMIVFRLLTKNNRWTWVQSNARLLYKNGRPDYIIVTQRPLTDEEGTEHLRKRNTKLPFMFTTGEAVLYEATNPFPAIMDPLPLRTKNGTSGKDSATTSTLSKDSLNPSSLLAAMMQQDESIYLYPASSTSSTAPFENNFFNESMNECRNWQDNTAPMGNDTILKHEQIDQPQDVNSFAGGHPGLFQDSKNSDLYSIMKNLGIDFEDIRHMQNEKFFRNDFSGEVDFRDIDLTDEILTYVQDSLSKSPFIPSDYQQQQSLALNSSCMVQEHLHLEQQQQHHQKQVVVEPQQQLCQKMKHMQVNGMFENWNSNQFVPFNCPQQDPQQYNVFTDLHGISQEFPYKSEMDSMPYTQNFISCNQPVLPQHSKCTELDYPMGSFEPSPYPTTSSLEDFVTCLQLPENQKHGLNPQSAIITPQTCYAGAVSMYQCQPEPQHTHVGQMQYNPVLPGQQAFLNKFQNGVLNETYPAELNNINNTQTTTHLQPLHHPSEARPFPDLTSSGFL
proCasp3 act = activators of human procaspase-3 D3A mutant, primary screen, biochemical, absorbance, PC-3 D3A mutant, single concentration | Caspase-3 (Homo sapiens), P42574 | recombinant procaspase-3 D3A, Ac-DEVD-pNA absorbance 405 nm | activation, % at 8.5 µM | 330,000 tested, 0.11% active;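 active means activation above the mean of all tested compounds plus 3 SD, cut at about 21% in these data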;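 further: 0% = DMSO alone and 100% = DMSO wells spiked with extra 5 µM PC-3 D3A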
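Test system: Procaspase-3 D3A mutant, all three cleavage aspartates alanine | Dosing: Single dose, 8.5 µM nominal compound, 0.8% DMSO | Schedule: 1 h preincubation, 2 h reaction | Technique: 405 nm absorbance of p-nitroaniline, reads at 0 and 120 min | Repeats: One well per compound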
TPT1 inhibitor = Candida albicans TPT1 enzyme inhibitors, primary screen, biochemical, fluorescence polarization | recombinant caTPT1, FP RNA substrate dephosphorylation | 300,000 tested, 0.81% active | tRNA 2'-phosphotransferase TPT1 (Candida albicans SC5314) | AID 1962, 2009 | inhibition, % at 5 µM;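 active means inhibition above the mean of all tested compounds plus 3 SD, set per screening campaign, cut at about 24% in these data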;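 further: plate controls were DMSO alone for no effect and ferristatin control at 100 nM for full effect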
HCV core dimer = inhibitors of HCV core protein dimerization, primary screen, biochemical, TR-FRET, high-throughput; inhibition, % at 5 µM; 300,000 tested, 0.33% active; TR-FRET GST/Flag-core106 dimerization, 1536-well;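 active means inhibition above the mean of all tested compounds plus 3 SD, set per screening campaign, cut at about 45% in these data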
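test system = GST/Flag-tagged HCV core106 proteins | probe or stimulus = Eu donor and XL665 acceptor anti-tag antibodies | times = compound-protein-antibody incubation 4 h at 22.5 °C | signal = TR-FRET, excitation 340 nm, emission 617 and 671 nm | measure = percent inhibition of core106 dimerization signal | controls = wells lacking GST-core106 and wells with excess unlabelled core106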
PAFAH2 inh = PAFAH2 enzyme inhibitors, primary screen, biochemical, fluorescence polarization, human. recombinant PAFAH2, FP-rhodamine activity probe. inhibition, % at 3.39 µM. 340,000 tested, 0.99% active;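 active means inhibition above the mean over all tested compounds plus 3 SD, cut at about 30% in these data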;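 further: inhibitors block probe labeling of enzyme so polarization drops; 0% = enzyme with DMSO and 100% = wells lacking PAFAH2 protein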
PP5 primary = PP5 phosphatase inhibitors, primary screen, biochemical, fluorescence; Serine/threonine-protein phosphatase 5 (Homo sapiens), P53041; 320,000 tested, 0.18% active; inhibition, % at 6.7 µM; purified PP5c, OMFP substrate fluorescence;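 active means inhibition above the campaign's mean inhibition across all tested compounds plus 3 SD, cut at about 9.5% in these data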;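 further: 0% = DMSO only and 100% = 100 µM cantharidin control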
Starred values were filed as active, the others as inactive; / = not tested or not shown. An unsorted share of the library; about 5.6% have a hit in one of these screens.

compound,PP1 counter,proCasp7 act,CTSL1 counter,AHR act,proCasp3 act,TPT1 inhibitor,HCV core dimer,PAFAH2 inh,PP5 primary
CCOC(=O)c1c(NC(=O)CCS(=O)(=O)c2ccccc2)sc2c1CC(C)(C)NC2(C)C,-2,-8,39*,-1,1,2,1,1,4.3
O=C(Nc1ccc([N+](=O)[O-])cc1)C(Cc1ccccc1)N1C(=O)c2cccc3cccc(c23)C1=O (stereo not given),4,-12,2,34,8,0,23,-18,-0.3
CC(C)CC(=O)Nc1cccc(-c2csc(-c3ccccc3)n2)c1,4,2,5,17,-6,-10,11,-7,4.8
Cc1ccccc1C(=O)N1CCN(c2ccc(NC(=O)c3cccnc3)cc2)CC1,-3,-1,-1,-3,6,-4,-3,8,1.8
Nc1nc(NS(=O)(=O)c2ccc(Cl)cc2)nn1-c1ccccc1,-3,6,1,-1,8,-1,3,-1,0.2
CC(C)CCOc1ccc(C(=O)N2CCCC2C(=O)O)cc1 (stereo not given),-1,1,4,2,7,-3,1,-3,1.3
Cc1ccc(Nc2nnc(SCC(=O)NCC3CCCO3)s2)cc1 (stereo not given),/,-1,/,2,2,/,/,1,/
COc1ccccc1N1CCN(C(=O)C(=O)c2c(C)[nH]c3ccccc23)CC1,3,5,2,3,5,1,0,3,0.8
CCOC(=O)N1CCN(C(=O)c2oc3ccc(S(=O)(=O)N4CCCCCC4)cc3c2C)CC1,0,1,-3,-2,11,3,9,7,2.9
CCOC(=O)C1CCCN(c2cc(C)nc3cc(-c4ccc(F)cc4)nn23)C1 (stereo not given),0,4,4,1,0,0,1,10,3.6
COc1ccc(C(C)NC(=O)c2ccncc2)cc1 (stereo not given),-3,-7,-3,-2,15,-3,1,5,1.0
O=C(O)c1ccc(N/N=C/c2ccc(-c3cccc(Cl)c3)o2)cc1,5,-51,5,128*,-18,3,-2,16,3.3
COC(Cn1c(C)c(C(C)=O)c(C(C)=O)c1C)OC,1,8,-1,1,-5,-7,-2,-5,2.2
Cn1c(=O)n(C)c2cc(S(=O)(=O)N3CCN(c4ccccc4)CC3)ccc21,-2,8,-2,0,2,-4,-1,4,-0.4
CC(C)N=C(NS(=O)(=O)c1cccs1)c1ccccc1,-1,-8,0,-2,3,-3,-8,-2,2.7
CNC(=O)c1[nH]cnc1C(=O)Nc1cccc(OC)c1,-2,9,-1,57*,-1,-3,-1,5,3.2
Cc1ccc(CCNC(=O)c2cc(-c3ccncc3)nc3ccccc23)cc1,1,-5,-4,18,-7,-4,2,0,1.1
COc1ccc(CCNC(=O)CCCn2c(=O)[nH]c3cc(OC)c(OC)cc3c2=O)cc1OC,-2,2,3,4,-3,-4,-1,5,0.3
CC(C)CN(C(=O)CSc1nnc(-c2cccs2)n1N)c1c(N)n(Cc2ccccc2)c(=O)[nH]c1=O,-4,10,-1,-1,12,-1,0,1,-0.7
N=c1c2c(-c3ccccc3)c(-c3ccccc3)oc2ncn1Cc1ccco1,4,5,2,13,5,4,8,-2,8.0
COc1cccc(OCC(=O)N(Cc2nc(-c3ccc(Cl)cc3)no2)C(C)C)c1,4,7,-2,2,4,-2,6,-7,1.9
Cc1cc2c(cc1[N+](=O)[O-])NC(CNC(C)C)CC2 (stereo not given),1,-6,-4,7,5,-18,-4,-4,0.5
Cc1ccc(S(=O)(=O)NC2CCOC(C)(C)C2)cc1 (stereo not given),4,6,-3,0,0,-1,-3,7,-0.1
COc1ccc(NC(=O)c2ccc(=O)[nH]c2)cc1S(=O)(=O)N1CCCCC1,-2,-3,-3,-2,-3,0,-4,/,4.2
O=C(Nc1ncnc2sc3c(c12)CCCC3)c1ccncc1,0,-1,4,35,-5,-1,5,5,-1.1
COc1ccc(C(=O)N=C2SC3CS(=O)(=O)CC3N2Cc2ccc(F)cc2)cc1 (stereo not given),3,8,2,0,1,4,3,14,-0.8
Cc1ccc(S(=O)(=O)N2CCOCC2)cc1NC(=O)CN1C(=O)NC(C)(c2ccc(Cl)cc2Cl)C1=O (stereo not given),/,-10,/,3,12,/,/,0,/
CCc1ccc(CNCc2ccc(F)cc2)cc1,-4,17,4,-2,1,0,0,-1,-0.8
C=CCOc1c(Cl)cc(CNCCCN2CCOCC2)cc1OC,4,3,-2,1,-4,2,-2,6,5.8
COC(=O)[C@H](C)NC(=O)NCc1ccco1,-5,0,-3,2,5,1,0,-3,0.9
CC(=O)OCC(OC(C)=O)C(OC(C)=O)C(OC(C)=O)C(=O)Nc1ccccc1 (stereo not given),-3,14,-13,0,5,-3,-2,-3,3.3
COCCNC(=O)Cn1c(=O)n(CCCCCC(=O)NCc2ccc3c(c2)OCO3)c(=O)c2sccc21,2,7,-4,-1,10,1,0,/,-0.8
Cc1nn(Cc2cccc(F)c2)c(C)c1NC(=O)c1c([N+](=O)[O-])c(C)nn1C,0,-9,-3,-4,-3,2,-6,-2,1.0
Cc1noc2ncnc(SCc3ccc(C(F)(F)F)cc3)c12,-4,-2,-2,-6,-14,-1,-5,2,2.9
COc1cc2c(cc1NC(=O)CSc1nnc(Cc3cccs3)n1C)oc1ccccc12,1,11,4,47*,-2,2,7,7,1.5
O=S(=O)(NCCN1CCOCC1)c1ccc2c(c1)OCCO2,-2,-3,-2,-2,6,-3,-1,-4,1.6
CNc1ccc(Cl)cc1C(N)=O,-2,-4,2,2,-4,-3,-3,6,2.1
COC(=O)c1ccccc1NC(=O)NCc1c(C)nn(C)c1C,-6,6,-2,0,-3,1,-3,-2,-1.1
CC1(C)CC(=O)c2sc(NC(=O)c3ccco3)nc2C1,-4,4,4,20,7,1,-3,6,0.1
Cc1cccc(N(CC(=O)NCCSc2ccccn2)S(=O)(=O)c2ccccc2)c1,-1,3,6,-1,-6,0,1,-2,-1.5
O=C(CN1CCCCC1)Nc1ccc(NC(=O)c2ccc(Cl)cc2)cc1Cl,-1,1,-1,-6,13,-1,-54,3,0.7
COCc1cc(=O)[nH]c2cc(NC(=O)C(C)(C)CCl)c(C)cc12,3,4,0,12,7,3,-1,6,0.3
Cc1ccc2oc(-c3cccc(NC(=S)NC(=O)c4cccs4)c3)nc2c1,-3,-2,3,16,-2,-4,-1,1,-2.0
CCN(c1ccc(OC)cc1)S(=O)(=O)N1CCCC(C(=O)NCc2ccccc2Br)C1 (stereo not given),-3,12,-1,1,1,-1,7,1,3.4
CC(=O)Nc1ccc(C(=O)OCc2ccc(F)cc2Cl)cc1,-3,-11,-2,1,5,0,-3,19,0.5
Cc1cccc[n+]1CC(=O)c1ccc(Cl)cc1,-5,9,9,9,5,-1,2,-5,1.4
O=C(Nc1ccncc1)c1ccc(C(=O)Nc2ccncc2)cc1,-3,7,3,-2,4,3,3,2,-0.7
Cc1ccccc1CC1(CO)CCCN(C(=O)c2ccc3ncccc3c2)C1 (stereo not given),1,-1,1,11,4,-3,1,-4,0.5
NC(=O)[C@@H]1CCCN1Cc1c(C(=O)N2CCN(C3CCCCC3)CC2)nc2ccccn12,-4,-10,-5,0,1,-6,-3,0,-0.2
CCOC(=O)c1ccc(N2C(=O)CC(Sc3nnc(C)s3)C2=O)cc1 (stereo not given),0,-24,-5,-2,-28,3,16,3,-0.8
Cc1ccc(OCC(=O)c2cc(C)n(Cc3cccs3)c2C)c([N+](=O)[O-])n1,5,-28,-1,0,-16,2,7,-6,6.1
O=C(COc1ccc([N+](=O)[O-])cc1)Nc1ccc2c(c1)nc1n2CCOC1,-1,7,2,-3,0,-3,5,-9,-0.3
N#Cc1c2n(c3c(=O)[nH]cnc13)CCCC2,-2,-9,2,1,7,-2,2,0,1.8
CC(C)C[C@H](NC(=O)c1nc[nH]c1C(=O)NCC(=O)OCc1ccccc1)C(=O)OCc1ccccc1,9,0,4,-3,-1,0,18,-5,2.5
COC(=O)C12CCC3(SCCS3)C(C(=O)OC)(CCC13SCCS3)C2,-1,4,-2,-1,9,-2,-8,-5,2.3
Cc1ccc(S(=O)(=O)N2CCC(C(=O)NCCN3CCCCCC3)CC2)cc1,-5,-4,2,-1,0,1,-5,3,0.5
Cc1ccnc(NS(=O)(=O)c2ccc(NS(=O)(=O)c3ccc([N+](=O)[O-])cc3)cc2)n1,-8,9,0,2,2,4,-19,3,-0.7
COc1ccccc1CC(NC(C)=O)C(=O)NC1CCN(C(=O)Nc2ccccc2Cl)CC1 (stereo not given),-6,6,-7,-2,1,0,2,7,1.1
Cc1ccc(C(=O)NCCNC(=O)c2cnccn2)cc1,-7,4,-1,0,11,2,4,4,2.6
O=C(Nn1cnnc1)c1ccc(Cl)cc1,0,-2,1,0,0,2,-1,9,9.6*

(listing goes on)
compound,PP1 counter,proCasp7 act,CTSL1 counter,AHR act,proCasp3 act,TPT1 inhibitor,HCV core dimer,PAFAH2 inh,PP5 primary
C/C(=N\NC(=O)c1c([N+](=O)[O-])c(C)nn1C)c1ccc(NC(=O)C2CCCC2)cc1,-4,-9,4,12,4,0,6,5,0.2
Cc1nnc(N=c2ssnc2Cl)o1,0,-39,/,0,-21,/,/,-2,1.5
N#CC1=C(N)Oc2c(ccc3cccnc23)C1c1ccncc1 (stereo not given),-2,0,7,-1,-10,0,4,/,1.5
Cc1ccc(S(=O)(=O)NCCC(=O)NC2CCN(Cc3ccccc3)CC2)cc1,-2,1,-6,-1,-4,-5,-9,7,0.5
O=C(NCC1CCCO1)c1ccc(CS(=O)(=O)c2c(Cl)cccc2Cl)o1 (stereo not given),-5,1,1,0,-1,0,-5,1,-1.1
Cn1c(=O)cc(SCC(=O)Nc2cccnc2)c2ccccc21,-1,-2,0,-1,2,-5,-7,5,-1.9

Single records, from the list above. Screens in order: PP1 counter | proCasp7 act | CTSL1 counter | AHR act | proCasp3 act | TPT1 inhibitor | HCV core dimer | PAFAH2 inh | PP5 primary
Record of Cc1ccc(S(=O)(=O)N2CCC(C(=O)NCCN3CCCCCC3)CC2)cc1 : -5 | -4 | 2 | -1 | 0 | 1 | -5 | 3 | 0.5
Record of NC(=O)[C@@H]1CCCN1Cc1c(C(=O)N2CCN(C3CCCCC3)CC2)nc2ccccn12 : -4 | -10 | -5 | 0 | 1 | -6 | -3 | 0 | -0.2

Screens as filed in PubChem.
